KLK7 zymogen act: activates the human kallikrein-7 zymogen | purified proKLK7, EDANS-DABCYL substrate fluorescence; 100% is mature enzyme control, 0% vehicle | 370,000 compounds, 0.9% hits | AID 652039 | activation, % at 7 µM | P49862;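 active means activation above the mean of all tested compounds plus 3 SD, computed per campaign excluding outliers beyond control limits, cut at about 13% in these data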
Target sequence (P49862 whole entry, looked up): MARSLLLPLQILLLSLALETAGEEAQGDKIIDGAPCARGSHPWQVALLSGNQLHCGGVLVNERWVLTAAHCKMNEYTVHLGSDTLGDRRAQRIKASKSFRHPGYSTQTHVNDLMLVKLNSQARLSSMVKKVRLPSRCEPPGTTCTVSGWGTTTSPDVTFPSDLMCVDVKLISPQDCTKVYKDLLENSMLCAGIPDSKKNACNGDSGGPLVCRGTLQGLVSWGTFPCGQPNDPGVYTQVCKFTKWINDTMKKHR
DDE Tn7 FP inh: DD(E)-Tn7 binding inhibition, primary FP screen. P02675. FP displacement of FITC-Tn7 peptide from fibrin DD(E); 0% = median of compound wells per plate. inhibition, % at 8.3 µM. 370,000 compounds, 0.13% hits. AID 720508;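 active means inhibition above the mean of compounds falling within the control limits plus 3 SD of them, cut at about 14% in these data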;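 further: 0% = plate median of compound wells and 100% = 10 µM Aha-Tn7 peptide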
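Assay system: Human fibrin DD(E) protein | Medium: Tris buffer with calcium and detergent, pH 7.8 | Reagent: 0.1 µM fluorescent Tn7 | Compound dosing: Single point at 8.3 µM | Times: 10 min preincubation, 3 h with tracer, room temperature | Detection: Fluorescence polarization of the labelled Tn7 tracer | Controls: Aha-Tn7 high control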
DDE Tn6 FP inh: inhibitors of Tn6 peptide binding to human fibrin DD(E); Fibrin DD(E) TRITC-Tn6 fluorescence polarization displacement; inhibition, % at 8.3 µM; 370,000 compounds, 0.21% hits; AID 720509;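 active means inhibition above a per-campaign cutoff: mean of compounds within control limits plus 3 SD, cut at about 15% in these data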;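 further: 0% = median of all compound wells on the plate and 100% = blocking peptide control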
PLC-gamma1 inh: inhibitors of human phospholipase C gamma1; P19174; purified PLC-gamma1, fluorogenic substrate, fluorescence; inhibition, % at 12.2 µM; 370,000 compounds, 0.84% hits; AID 720700; in the data active means inhibition above about 9.5%
ARFGAP1 inhibitor: inhibitors of rat ARFGAP1; Q62848; Arfgap1-stimulated ARF1 GTP hydrolysis, GDP FP detection; inhibition, % at 16.5 µM; 360,000 compounds, 0.26% hits; AID 651572;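 active means inhibition above a per-plate limit, mean inhibition of low control wells plus 3 SD, cut at about 25% in these data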;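 further: 0% = DMSO wells with enzyme and 100% = wells lacking Arfgap1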
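material = rat Arfgap1 catalytic domain, aa 1-136 | also added = human ARF1(Δ1-17)-GTP substrate | compound dosing = one concentration, 16.5 µM, DMSO 1.26% | times = GTP hydrolysis reaction 2 h at 25 °C | measured by = FP, GDP Alexa 633 tracer displaced from anti-GDP antibody, 620/688 nm | evaluation = percent inhibition of Arfgap1-stimulated GTP hydrolysis | replication = single well per compound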
ASAP1 GAP inh: ASAP1 ArfGAP inhibition | 360,000 compounds, 0.19% hits | Q9ULH1 | AID 624377 | ASAP1-stimulated ARF1 GTP hydrolysis, GDP FP detection | inhibition, % at 16.5 µM; in the data active means inhibition above about 25%;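 further: 0% = vehicle with enzyme and substrate and 100% = no enzyme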
Target sequence (Q9ULH1 325-724 limits assumed): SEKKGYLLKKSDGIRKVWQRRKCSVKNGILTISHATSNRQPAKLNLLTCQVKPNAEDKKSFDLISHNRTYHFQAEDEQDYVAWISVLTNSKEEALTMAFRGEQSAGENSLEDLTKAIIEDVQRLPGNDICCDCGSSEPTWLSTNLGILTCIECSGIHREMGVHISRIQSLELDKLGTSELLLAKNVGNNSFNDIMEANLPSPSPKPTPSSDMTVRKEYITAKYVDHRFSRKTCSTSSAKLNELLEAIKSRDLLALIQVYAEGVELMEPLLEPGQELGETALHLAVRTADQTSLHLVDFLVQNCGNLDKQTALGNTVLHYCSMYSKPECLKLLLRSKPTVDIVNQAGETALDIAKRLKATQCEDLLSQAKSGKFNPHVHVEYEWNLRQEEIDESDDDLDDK
UHRF1 MBD2 ctr: human UHRF1 methylated DNA binding inhibitors. UHRF1 binding to methylated oligo, TR-FRET. AID 687016. 370,000 compounds, 0.75% hits. inhibition, % at 4.4 µM. Q96T88; in the data active means inhibition above about 21%;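 further: UHRF1 SRA domain binding a hemimethylated CpG hairpin DNA probe; 0% = median of test compound wells and 100% = reference inhibitor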
HGIII-sPLA2 inh: Blocks human group III sPLA2 activity; AID 743126; 370,000 compounds, 0.56% hits; QFRET BODIPY PC-A2 liposome hydrolysis, fluorescence; inhibition, % at 12.2 µM; Q9NZ20;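 active means inhibition above mean plus 3 SD of compounds lying within the high and low control bounds, cut at about 19% in these data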;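 further: 0% = median of test compound wells and 100% = no enzyme DMSO wells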
PLCb3 inh: inhibitors of human phospholipase C beta3; inhibition, % at 12.2 µM; 370,000 compounds, 0.18% hits; Purified PLC-beta3, fluorogenic substrate, fluorescence; Q01970; AID 720704; in the data active means inhibition above about 11%;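 further: 0% = median of compound wells on plate and 100% = full blocker control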
Rev-erbA mod: Rev-erb alpha (human) modulation; Rev-erbα–FITC-DNA binding, fluorescence polarization, 90 min; activity, % at 10 µM; 370,000 compounds, 0.79% hits; AID 1259318;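 active means activity above about 14%, limit read from the data; passing the limit was not always enough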;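 further: 0% = DMSO wells with 35 nM protein and 100% = DMSO wells with 750 nM protein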
Starred values were filed as active, the others as inactive. Only part of the results is shown; rates above refer to the full screens.

Molecule	KLK7 zymogen act	DDE Tn7 FP inh	DDE Tn6 FP inh	PLC-gamma1 inh	ARFGAP1 inhibitor	ASAP1 GAP inh	UHRF1 MBD2 ctr	HGIII-sPLA2 inh	PLCb3 inh	Rev-erbA mod
CC(C)NP(=O)(NC(C)C)OP(=O)(NC(C)C)NC(C)C	-0.1	2	0	1	8	-1	-2	-5	3	-10
CCN(CC)CCCC(C)N=C(c1ccccc1)c1c(O)n(C)c(=O)n(C)c1=O (stereo not drawn)	0.3	1	-7	1	1	0	0	-1	2	3
O=C(O)c1cc(S(=O)(=O)N2CC3CC(C2)c2cccc(=O)n2C3)ccc1F (stereo not drawn)	0.2	-5	-2	0	-1	1	5	-9	0	-1
COC12CCC3(CC1C(C)(O)C(C)(C)C)[C@H]1Cc4ccc(OC5OC(C(=O)O)[C@@H](O)C(O)[C@H]5O)c5c4[C@@]3(CCN1CC1CC1)C2O5 (stereo partly drawn)	1.1	-2	0	2	0	-5	4	4	-5	3
COc1cc(OC)c(OC)cc1CNCCc1ccc(F)cc1	0.4	-10	-2	1	-1	-6	1	-8	-2	-9
O=C1C(=O)N(c2ccccc2)P(=O)(N(CCCl)CCCl)N1c1ccccc1	-0.4	5	0	-1	4	-13	-1	13	-5	-2
COC(=O)C1=C(c2ccc(F)cc2OCc2ccccc2)C[C@@H]2CC[C@H]1N2C	0.1	9	7	0	2	4	4	-1	1	-5
CN(C)C(=O)Oc1ccc2c(=O)c(Oc3ccccc3Br)coc2c1	-0.1	9	-1	-1	14	-26	-2	2	-4	-2

Random excerpt: five records from the list.
Molecule	KLK7 zymogen act	DDE Tn7 FP inh	DDE Tn6 FP inh	PLC-gamma1 inh	ARFGAP1 inhibitor	ASAP1 GAP inh	UHRF1 MBD2 ctr	HGIII-sPLA2 inh	PLCb3 inh	Rev-erbA mod
O=C(O)c1cc(S(=O)(=O)N2CC3CC(C2)c2cccc(=O)n2C3)ccc1F (stereo not drawn)	0.2	-5	-2	0	-1	1	5	-9	0	-1
O=C1C(=O)N(c2ccccc2)P(=O)(N(CCCl)CCCl)N1c1ccccc1	-0.4	5	0	-1	4	-13	-1	13	-5	-2
CC(C)NP(=O)(NC(C)C)OP(=O)(NC(C)C)NC(C)C	-0.1	2	0	1	8	-1	-2	-5	3	-10
CN(C)C(=O)Oc1ccc2c(=O)c(Oc3ccccc3Br)coc2c1	-0.1	9	-1	-1	14	-26	-2	2	-4	-2
CCN(CC)CCCC(C)N=C(c1ccccc1)c1c(O)n(C)c(=O)n(C)c1=O (stereo not drawn)	0.3	1	-7	1	1	0	0	-1	2	3

Remaining list, next part:
Molecule	KLK7 zymogen act	DDE Tn7 FP inh	DDE Tn6 FP inh	PLC-gamma1 inh	ARFGAP1 inhibitor	ASAP1 GAP inh	UHRF1 MBD2 ctr	HGIII-sPLA2 inh	PLCb3 inh	Rev-erbA mod
O=C1NC(=S)NC(=O)C1C1CCCCC1	-0.5	-1	4	0	-7	-3	-4	6	2	-3
O=c1[nH]c(=S)n(-c2ccccc2F)c(O)c1C=NCc1ccco1	0.8	2	1	2	0	-6	-4	-1	-1	-1
CCCCn1c(O)c(C(C)=NCCN2CCCCC2)c(=O)[nH]c1=O	0.4	-12	1	2	-8	-3	0	3	0	10
O=C(O)COc1ccccc1/C=C1\C(=O)NC(=O)N(CCC2=CCCCC2)C1=O	-0.3	-1	10	-3	2	1	-5	8	-18	0
O=C(CCc1nc(-c2ccccc2F)no1)N1CCC2(CC1)OCCO2	0.2	2	1	-35	0	2	4	-5	-3	-5
CN1CCC(n2nccc2N)CC1	0.0	2	4	1	-2	9	12	-2	1	2
O=C(Cc1ccccc1)Oc1cccc(N2C(=O)CCC2=O)c1	0.0	1	-1	-1	-5	6	2	1	1	-5
CCN1CCN(C(=O)Cc2c(C)n(C(=O)c3ccc(Cl)cc3)c3ccc(OC)cc23)CC1	0.7	-4	2	0	12	0	-3	-11	-7	0
OC(CCNCCc1c[nH]c2ccccc12)C(F)(F)Cl (stereo not drawn)	0.2	-8	-3	6	0	-1	2	6	-3	7
CN1C(=O)N(C)C(=O)C2(Cc3cc(NC(=O)c4ccc(F)cc4)ccc3N3CCCC32)C1=O (stereo not drawn)	-2.3	-5	-7	-67	-2	2	8	-8	-108	8
CC[N+](CC)(CC)CCCOC(=O)C(O)(c1ccccc1)C1CCCCC1 (stereo not drawn)	0.4	-4	1	2	13	-2	-4	4	0	0
Cc1nnc(SCc2nc3ccccc3c(=O)n2-c2ccccc2Cl)n1N	-0.5	1	0	0	3	6	-3	-2	1	-4
CC(NC(=O)Cc1cccc2ccccc12)C(=O)N1CCC(=O)CC1 (stereo not drawn)	0.5	0	4	-1	0	10	-1	4	-5	-6
CNC(=O)Oc1ccc(C(=O)N2c3ccccc3NC(=O)C2C)cc1 (stereo not drawn)	0.6	-7	-7	1	4	6	-3	-2	1	-2
CCNC(=O)[C@H]1O[C@@H](n2cnc3c(N)ncnc32)[C@H](O)[C@@H]1O	0.5	-8	-1	1	5	1	1	-6	1	10
COCCNC(=O)CN1C2CCC1CC(O)(c1cccnc1)C2 (stereo not drawn)	-0.4	-2	-2	-3	8	5	0	13	-11	7
O=C(Cc1c(-c2ccccc2)nc2ccc(Br)cn12)N1CCCC1	-0.1	3	0	-9	9	1	19	4	-24	-6
C[C@]12CC[C@H](O)C[C@@H]1CC[C@@H]1[C@@H]2CC[C@]2(C)[C@@H](C(=O)O)C[C@@H]12	0.1	3	1	2	3	3	-3	0	3	0
O=C1NC(=S)NC(=O)C1=Cc1c(Cl)cccc1Cl	-0.3	7	15	0	-2	8	0	-1	2	2
C[n+]1ccc(-c2ccccc2)c2ccccc21	3.2	-3	1	-96	3	3	4	2	-137	-1
CCC(=Nc1ccccc1N)c1c(O)[nH]c(=O)[nH]c1=O	-0.4	-4	-7	-5	-1	10	-7	-3	-2	2
CCC1=Nc2cc(C(=O)N3CCC4(CC3)OCCO4)ccc2Sc2ccc(C)cc21	0.5	1	-2	3	6	-7	3	-12	-6	5
O=C(c1cn(Cc2ccccc2)c2ccccc12)N1CCCCC1	0.1	-3	7	1	3	1	1	-6	-5	-4
CCOc1ccc(-n2c(O)c(C=NCCN(CC)CC)c(=O)[nH]c2=O)cc1	0.2	-8	-4	2	13	1	1	4	-2	1
Cc1ccc(N/N=C/c2c(O)n(-c3ccccc3)c(=O)[nH]c2=O)cc1	0.2	-6	-6	-8	2	12	-3	-5	-17	-8
CCOC(=O)[C@@]1(C#N)C(c2ccc(Cl)c(Cl)c2)[C@H](C(N)=O)N2C=C(C(C)=O)C=C[C@H]21 (stereo partly drawn)	3.2	-4	1	-51	-4	6	3	-25	-64	3
CC1CCC(C)(NS(=O)(=O)OCC(Cl)(Cl)Cl)CC1 (stereo not drawn)	0.6	9	2	1	4	6	-4	6	3	1
